Nrf2 ARE act = Nrf2 pathway activation | Potency, µM (top dose mostly 46.1 µM), for the others: top-dose activation, usual class: activators | 0.31% of 410,000 active | AREc32 ARE-luciferase reporter (MCF7-derived line), luminescence, 24 h | AID 624171; further: potency means the concentration at half of the fitted maximal effect; % of control where 0% means no effect; nearly all actives have a fitted effect of over 65% in size
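Luminescent ARE reporter assay in AREc32_Fluc cells: overnight plating at 37 deg C, 24 hr compound incubation, Steady-Glo added, 30 min RT before reading.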
TGFb inhibitor = TGF-b pathway inhibition. Potency, µM (highest dose often 46.1 µM), for inactives: top-dose activity, negative = inhibition, hits mostly inhibitors. HepG2 CAGA-GFP TGF-b/SMAD3 reporter, GFP fluorescence, 18 h; TGF-beta stimulated, 500 pg/mL final. 1.2% of 410,000 active. AID 588855; further: potency means the concentration at half of the fitted maximal effect; on the % scale 0 is the no-effect control and ±100 the full control effect; nearly all actives have a fitted effect of over 65% in size
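Cell-based qHTS in HEPG2 carrying a CAGA-GFP Smad reporter; compounds added before 500 pg/mL final TGF-beta, 18 h incubation at 37 degrees C, GFP fluorescence quantified per cell by imaging cytometry.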
EPAC2 ag = EPAC2 (human) agonism; EPAC2 activation, biochemical qHTS; response scale: 100% = 6.5 mM cAMP response; 0.079% of 360,000 active; Q8WZA2; Potency, µM (doses to about 154 µM), for the others: at the highest dose activation, hits mostly activators; further: potency means the concentration at half of the fitted maximal effect; nearly all actives have a fitted effect of over 50% in size
Target sequence (Q8WZA2 whole entry, looked up): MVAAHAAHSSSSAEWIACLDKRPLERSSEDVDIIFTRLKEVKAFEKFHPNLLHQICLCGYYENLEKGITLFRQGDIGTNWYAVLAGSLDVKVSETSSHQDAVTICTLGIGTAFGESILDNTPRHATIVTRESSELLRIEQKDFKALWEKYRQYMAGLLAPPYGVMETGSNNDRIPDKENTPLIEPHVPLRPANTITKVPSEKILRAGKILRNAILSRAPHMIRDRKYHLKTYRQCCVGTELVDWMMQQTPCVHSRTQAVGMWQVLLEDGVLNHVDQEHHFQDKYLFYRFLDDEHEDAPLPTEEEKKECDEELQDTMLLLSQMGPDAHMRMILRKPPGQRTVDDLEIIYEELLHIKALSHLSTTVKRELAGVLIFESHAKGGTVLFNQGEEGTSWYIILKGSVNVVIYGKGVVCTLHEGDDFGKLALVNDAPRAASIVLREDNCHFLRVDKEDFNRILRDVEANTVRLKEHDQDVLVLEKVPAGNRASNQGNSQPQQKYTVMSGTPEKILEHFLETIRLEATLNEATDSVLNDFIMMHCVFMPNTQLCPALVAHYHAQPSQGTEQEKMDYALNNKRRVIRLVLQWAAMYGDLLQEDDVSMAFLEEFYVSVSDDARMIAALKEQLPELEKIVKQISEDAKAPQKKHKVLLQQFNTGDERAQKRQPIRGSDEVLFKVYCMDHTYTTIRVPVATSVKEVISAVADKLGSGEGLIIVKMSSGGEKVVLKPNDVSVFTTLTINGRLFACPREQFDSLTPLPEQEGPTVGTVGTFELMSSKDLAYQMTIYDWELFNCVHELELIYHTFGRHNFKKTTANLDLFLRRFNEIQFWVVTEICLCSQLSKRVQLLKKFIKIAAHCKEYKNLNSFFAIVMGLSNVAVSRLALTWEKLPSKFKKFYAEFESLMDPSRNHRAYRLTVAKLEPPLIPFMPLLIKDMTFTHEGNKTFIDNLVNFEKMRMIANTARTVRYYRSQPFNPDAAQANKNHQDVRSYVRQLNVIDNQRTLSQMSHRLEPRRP
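qHTS, titration series. 100 nM EPAC2 / 250 nM Rap1B-BODIPY-GDP / 50 uM GDP; RT; ex 480/em 540 nm, 5-min reads to 30 min. Norm. to 6.5 mM cAMP = activation.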
A549 viability = A549 cytotoxicity, counter-screen for Nrf2 inhibitors. A549 ARE-Fluc cells, CellTiter-Fluor viability, 18-24 h. Potency, µM (highest dose often 46 µM), for the others: top-dose activity change, negative = cytotoxicity, hits mostly inhibitors. 0.16% of 390,000 active. AID 504648; further: potency means the concentration at half of the fitted maximal effect; on the % scale 0 is the no-effect control and ±100 the full control effect
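A549 ARE_Fluc cells in 5% FBS OPTI-MEM were exposed to compounds in concentration-response for 18-24 h at 37 deg C. Viability was read by CellTiter-Fluor fluorescence (Ex 405/Em 525) after 30 min, before the luciferase read.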
Nrf2 block = blocks Nrf2 signaling; AID 504444; Potency, µM (doses to about 46 µM), for inactives: top-dose activity change, negative = inhibition, most hits filed as inhibitors; 2.1% of 360,000 active; A549 ARE-Fluc reporter, luciferase luminescence, 18-24 h; further: potency means the concentration at half of the fitted maximal effect; on the % scale 0 is the no-effect control and ±100 the full control effect; nearly all actives have a fitted effect of over 60% in size
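Nrf2 function is reported as luminescence of an ARE-controlled luciferase in A549 cells. Compounds were tested at several concentrations, and a CellTiter-Fluor read on the same wells flagged cytotoxicity.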
HepG2 viability = HepG2 cytotoxicity, counter-screen for TGF-b inhibitors; 0.76% of 410,000 active; HepG2 CAGA-GFP viability, ATP luminescence, 18 h; Potency, µM (highest dose often 46.1 µM), inactives show top-dose activity change, negative = cytotoxicity, hits mostly cytotoxic; further: potency means the concentration at half of the fitted maximal effect; some results filed as inactive show a strong effect at the top dose
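HepG2 CAGA-GFP cells (1000/well, DMEM with 1% FBS) received compound, then TGF-beta at 500 pg/mL final, and were incubated 18 hours at 37 degrees C. Viability was read by CellTiter-Glo luminescence. Media-only wells were set as complete cell-killing and DMSO as no toxicity.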
IL2 activator = activators of IL-2. activation, % (series mostly up to about 46 µM). 0.065% of 360,000 active. IL-2 activation reporter assay, cell-based qHTS; stimulated with anti-CD3/CD4/CD28 beads; in transgenic mouse T cells; in the data active means activation above about 50%; inconclusive means mostly about 30% to 49%; further: 0% is about no effect
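First, unstimulated transgenic mouse T cells were exposed to compound for 60 min. Next, anti-CD3/anti-CD4-coated beads with anti-CD28 were added. Finally, after 18 h at 37 degrees C, EGFP and DsRed were imaged.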
ATXN2 expr inh = reduces ATXN2 reporter expression in HEK-293 cells; HEK-293 ATXN2-luciferase reporter, luminescence, 24 h; Potency, µM (doses to about 57 µM), inactives show at the highest dose activity change, negative = inhibition, usual class: inhibitors; 0.72% of 360,000 active; AID 1745845; further: potency means the concentration at half of the fitted maximal effect; on the % scale 0 is the no-effect control and ±100 the full control effect; nearly all actives have a fitted effect of over 55% in size
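ATXN2-luciferase reporter cells (luciferase flanked by upstream and downstream ATXN2 gene portions) were treated 24 h at 37 °C with compounds at up to 57 uM. SteadyGlo luminescence gave expression; GF-AFC fluorescence gave viability.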
ATXN viability = cell viability loss in ATXN counter-screen | 0.49% of 400,000 active | S2 cells (HEK-293 line with an ATXN2-luciferase reporter) viability, CellTiter-Fluor protease fluorescence, 24 h | Potency, µM (titrated, usually from 56.7 µM), hits mostly cytotoxic; further: potency means the concentration at half of the fitted maximal effect; nearly all actives have a fitted effect of over 40% in size
An asterisk follows results filed as active; i = inactive; u = inconclusive; x = no result given; [ ] = dose if it differs, or a comment. Unless noted, the call rests on the fitted dose curve; in most records, active means well fitted curve in the direction sought with a large enough effect; inconclusive means small, poorly fitted or top-dose-only effect, or another doubt; inactive means no such curve, though single readings can be large; an effect the other way counts as inactive or inconclusive.

cpd	Molecule	Nrf2 ARE act	TGFb inhibitor	EPAC2 ag	A549 viability	Nrf2 block	HepG2 viability	IL2 activator	ATXN2 expr inh	ATXN viability
1	CS(=O)(=O)C1=C(O)C(=O)N(c2ccccc2)C1c1ccccc1 (stereo not given)	1.4%	14%	0%	2%	3%	-6%	-0.2	-18%	i
2	CCOC(=O)CN(C(=O)CSc1nnc(-c2ccncc2)n1CCCN(C)C)c1ccccc1	-0.8%	4%	-6%	5%	20%	7%	-2.3	-2%	i
3	CCc1ccc(OCC(=O)NCc2nc(-c3cccc(C)c3)no2)c(Br)c1	2.7%	-21%	x	12%	10%	-12%	x	7%	i
4	Cc1ccccc1N1C(=O)C(Cc2ccc(F)cc2)S/C1=C(\C#N)C(N)=O (stereo not given)	3.2%	25%	7%	1%	u	1%	3.8	-20%	x
5	CN(C)S(=O)(=O)c1cccc(NC(=S)Nc2cccc3cnccc23)c1	3.0%	-12%	6%	-11%	u	-36%	-0.8	-25%	i
6	COc1ccc(OC)c(CN2C(=O)c3ccccc3C2c2nnnn2-c2c(C)cccc2C)c1 (stereo not given)	-0.5%	x	14%	x	x	x	-0.5	5%	i
7	O=C(NN=C1CCCC1)c1ccc(Cl)cc1	6.2%	2%	-3%	-2%	11%	-2%	1.4	x	i
8	CCOC(=O)C1=C(O)c2ccccc2C(=O)/C1=C\c1ccc(CC)cc1	22%	-6%	6%	u	u	-53%	-1.1	u	u
9	CC(Sc1nnc(C2CC2)n1C1CC1)C(=O)c1ccc(F)cc1 (stereo not given)	0.0%	-2%	15%	2%	-10%	4%	0.7	9%	i
10	CC(=O)NC(C)c1nc2ccccc2n1C(C)C (stereo not given)	-0.3%	-3%	-8%	-7%	-14%	2%	-1.9	9%	i
11	O=C(NCc1cccnc1)c1ccccc1NS(=O)(=O)c1ccccc1	0.7%	16%	2%	18%	3%	-9%	0.4	-2%	i
12	Cc1cc(NC(=O)C2CC=CCC2C(=O)O)ccc1NC(=O)c1ccccc1 (stereo not given)	-0.6%	-5%	8%	4%	16%	5%	0.0	-11%	i
13	COc1ccc(OC)c(/C=C/c2nc3ccccc3[nH]c2=O)c1	6.1%	113%[activator]	u	-1%	-17%	-23%	139*	-9%	i
14	Cc1cccc(CN2CCC(CNc3ncnc4onc(-c5ccc(Cl)cc5)c34)CC2)c1	0.5%	u	x	2%	8%	-32%	x	5%	i
15	CC(=O)c1c(C)oc2c1C(=O)c1ccccc1C2=O	0.4%	7.9µM*	10%	1%	4%	-92%	-0.3	u	u
16	O=C(CCc1nc(-c2ccccc2F)no1)Nc1cccc(C(F)(F)F)c1	5.0%	-26%	x	8%	u	-21%	x	-25%	i
17	CN(C)CC(O)c1ccc(C=Cc2ccc(Cl)cc2)cc1 (stereo not given)	3.5%	-3%	1%	0%	u	-41%	-1.0	u	x
18	COc1ccccc1NC(=O)CSc1nc(-c2ccccc2F)nc2cc(=O)[nH]n12	u	-40%	x	-3%	u	-6%	x	-1%	i
19	COC(=O)C1C(c2ccc(OC)cc2)Nc2nnc(C(F)(F)F)n2C1(C)O (stereo not given)	-0.9%	u	2%	6%	17%	-1%	-0.1	-15%	u
20	COC(=O)C1=C(C)N(c2ccc(F)cc2)/C(=C/c2ccc(O)cc2)C1=O	-0.6%	0%	1%	-3%	-13%	0%	8.5	-7%	i
21	CCCC(=O)OC1CCS(=O)(=O)c2sccc21 (stereo not given)	-1.1%	8%	3%	4%	17%	-1%	-0.5	10%	i
22	Cc1ccc(CN2CCc3c(OCc4ccc(F)cc4)cccc3C2=O)cc1	2.2%	-101%	4%	3%	u	-34%	-0.6	-33%	i
23	CCC(=O)Nc1ccc(C(=O)CSc2nnc(-c3ccc(NS(=O)(=O)CC)cc3)o2)cc1OC	0.2%	6%	-1%	-4%	4%	10%	-1.5	5%	i
24	COc1ccc2cc(S(=O)(=O)Nc3ccccn3)ccc2c1	0.6%	0%	4%	-6%	-6%	-4%	-1.5	1%	i

Reprinted at random: two compounds from above
cpd	Molecule	Nrf2 ARE act	TGFb inhibitor	EPAC2 ag	A549 viability	Nrf2 block	HepG2 viability	IL2 activator	ATXN2 expr inh	ATXN viability
17	CN(C)CC(O)c1ccc(C=Cc2ccc(Cl)cc2)cc1 (stereo not given)	3.5%	-3%	1%	0%	u	-41%	-1.0	u	x
18	COc1ccccc1NC(=O)CSc1nc(-c2ccccc2F)nc2cc(=O)[nH]n12	u	-40%	x	-3%	u	-6%	x	-1%	i

Gathered by group, the compounds so far with a Cl atom.
cpd	Molecule	Nrf2 ARE act	TGFb inhibitor	EPAC2 ag	A549 viability	Nrf2 block	HepG2 viability	IL2 activator	ATXN2 expr inh	ATXN viability
7	O=C(NN=C1CCCC1)c1ccc(Cl)cc1	6.2%	2%	-3%	-2%	11%	-2%	1.4	x	i
14	Cc1cccc(CN2CCC(CNc3ncnc4onc(-c5ccc(Cl)cc5)c34)CC2)c1	0.5%	u	x	2%	8%	-32%	x	5%	i
17	CN(C)CC(O)c1ccc(C=Cc2ccc(Cl)cc2)cc1 (stereo not given)	3.5%	-3%	1%	0%	u	-41%	-1.0	u	x

(list continues)
cpd	Molecule	Nrf2 ARE act	TGFb inhibitor	EPAC2 ag	A549 viability	Nrf2 block	HepG2 viability	IL2 activator	ATXN2 expr inh	ATXN viability
25	Cc1ccc(Cl)c(NC(=O)COC(=O)c2cc[n+]([O-])cc2)c1Cl	0.5%	0%	9%	14%	-3%	-1%	-0.3	-9%	i
26	Cc1cc(C(=O)N2CCc3ccccc3C2)no1	-0.6%	-6%	9%	5%	0%	-1%	-0.4	8%	i
27	COc1ccc(Cl)cc1C(=O)NNC(=O)CSc1nnnn1C	7.4%	15%	-3%	2%	11%	10%	0.8	-18%	i
28	CCC(=O)c1ccc(OCC(O)Cn2cnc3ccccc32)cc1 (stereo not given)	6.4%	-15%	1%	1%	u	-11%	0.8	8%	i
29	Cc1c(Cl)cccc1NC(=O)CNC(=O)c1cn(-c2ccccc2)nc1-c1cccnc1	0.7%	-21%	5%	-11%	-4%	-8%	-0.1	-12%	i
30	CCn1c(CCNC(=O)c2ccc(Cl)cc2)nnc1SCC(=O)NC1CCCC1	-0.1%	-37%	-1%	-17%	-16%	-2%	-1.2	3%	i
31	Clc1ccc(-c2ccc(-c3nn4c(-c5ccco5)nnc4s3)o2)cc1	-0.5%	10%	4%	-3%	u	-37%	-2.4	-23%	i
32	CCOc1ccc2ccccc2c1C(=O)NCC(c1ccc(N(C)C)cc1)N(C)C (stereo not given)	-0.7%	1%	4%	-3%	17%	-1%	-4.4	-4%	i

No new results follow: six of the compounds above.
cpd	Molecule	Nrf2 ARE act	TGFb inhibitor	EPAC2 ag	A549 viability	Nrf2 block	HepG2 viability	IL2 activator	ATXN2 expr inh	ATXN viability
24	COc1ccc2cc(S(=O)(=O)Nc3ccccn3)ccc2c1	0.6%	0%	4%	-6%	-6%	-4%	-1.5	1%	i
25	Cc1ccc(Cl)c(NC(=O)COC(=O)c2cc[n+]([O-])cc2)c1Cl	0.5%	0%	9%	14%	-3%	-1%	-0.3	-9%	i
26	Cc1cc(C(=O)N2CCc3ccccc3C2)no1	-0.6%	-6%	9%	5%	0%	-1%	-0.4	8%	i
27	COc1ccc(Cl)cc1C(=O)NNC(=O)CSc1nnnn1C	7.4%	15%	-3%	2%	11%	10%	0.8	-18%	i
28	CCC(=O)c1ccc(OCC(O)Cn2cnc3ccccc32)cc1 (stereo not given)	6.4%	-15%	1%	1%	u	-11%	0.8	8%	i
29	Cc1c(Cl)cccc1NC(=O)CNC(=O)c1cn(-c2ccccc2)nc1-c1cccnc1	0.7%	-21%	5%	-11%	-4%	-8%	-0.1	-12%	i

Other records follow.
cpd	Molecule	Nrf2 ARE act	TGFb inhibitor	EPAC2 ag	A549 viability	Nrf2 block	HepG2 viability	IL2 activator	ATXN2 expr inh	ATXN viability
33	C[C@@H]1CN([C@@H](C)CO)C(=O)CCCn2nncc2CO[C@H]1CN(C)C(=O)Nc1ccnc(N2CCOCC2)c1	0.2%	-7%	8%	x	x	4%	-2.4	9%	i
34	COC(=O)c1ccccc1NC(NC(=O)c1ccco1)C(=O)c1ccc(C)cc1 (stereo not given)	-0.5%	0%	9%	1%	-3%	6%	-3.6	-24%	i
35	COc1ccc(OC)c2[nH]c(=O)c(CCNC(=S)NC(C)(C)C)cc12	-0.9%	-29%	7%	30%	u	-27%	-3.9	x	i
36	Cc1c([C@@H]2C[C@H]3CN(Cc4cccc(Cl)c4)C(=O)[C@]34CCCN24)cnn1C	2.1%	-6%	0%	0%	0%	2%	-3.5	-3%	i
37	CCOc1ccc(C(=O)CC(Sc2ccc(C)cc2)C(=O)O)cc1 (stereo not given)	18µM*	u	3%	0%	-3%	-30%	2.6	-11%	i
38	COc1ccc(C(=O)N2CCCC(N3CCN(c4ccccc4F)CC3)C2)c(OC)n1 (stereo not given)	-0.1%	-12%	5%	0%	-5%	-9%	-2.5	-13%	i
39	CCCCNC(=O)Nc1nc2ccc(CC)cc2s1	0.3%	-14%	5%	-2%	u	-4%	-2.8	48%[activator]	i
40	O=C(CSc1nc2c(c(=O)[nH]1)CCC2)Nc1ccccc1C(F)(F)F	0.0%	0%	x	-5%	-24%	16%	x	-2%	i

Screens (PubChem BioAssay)
